High-throughput results (PubChem)
OXTR agonist: human OXTR agonists, primary screen, fluorescence, CHO-OTR cells, Fluo-8 calcium. AID 2435, 2010. Fluo-8 calcium fluorescence; normalized: DMSO 0%, oxytocin 100%. 320,000 compounds, 0.32% hits. activation, % at 3 µM;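 active = activation above the mean of all tested compounds plus 3 SD, cutoff set per screening run, cut at about 20% in these data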;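 note: peak over basal fluorescence ratio from a 100 s FLIPR kinetic read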
MEKK2wt PB1 HTS: modulators of MEK5 binding to wildtype MEKK2, primary screen, biochemical, multiplex bead flow cytometry, Alexa488-MEK5; AID 1531, 2009; binding response (% of control), % at 10 µM; 290,000 compounds, 1.1% hits; Alexa488-MEK5 binding to MEKK2 WT; actives lie on both sides; in the data active = binding response below about 67% or above about 130%
V1R ag counter: agonists of human V1a receptor, primary screen, counter-screen for OXTR agonist project, fluorescence, CHO-V1R cells; Vasopressin V1a receptor (Homo sapiens), P37288; Fluo-8 calcium fluorescence, agonist mode; 0% DMSO, 100% 3 nM vasopressin; activation, % at 3 µM; 320,000 compounds, 0.25% hits;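 active = activation above the mean activation of all tested compounds plus 3 SD, per screening run, cut at about 20% in these data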;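 note: signal is peak over basal fluorescence ratio across a 100 second FLIPR read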
Target sequence (P37288 whole entry, looked up): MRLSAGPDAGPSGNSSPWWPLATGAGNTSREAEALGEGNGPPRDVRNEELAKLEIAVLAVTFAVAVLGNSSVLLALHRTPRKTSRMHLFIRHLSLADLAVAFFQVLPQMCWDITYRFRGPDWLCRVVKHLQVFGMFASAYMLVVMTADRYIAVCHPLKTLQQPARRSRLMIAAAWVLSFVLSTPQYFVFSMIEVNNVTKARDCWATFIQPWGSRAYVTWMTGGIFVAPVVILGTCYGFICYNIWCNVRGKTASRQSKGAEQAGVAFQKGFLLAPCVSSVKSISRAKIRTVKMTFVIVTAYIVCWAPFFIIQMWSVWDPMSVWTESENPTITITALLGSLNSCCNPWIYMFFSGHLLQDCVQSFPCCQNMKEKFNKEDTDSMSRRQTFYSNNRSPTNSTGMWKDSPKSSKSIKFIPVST
NALP1 inh: NALP1 inflammasome inhibitors in reconstituted yeast, colorimetric, S. cerevisiae, triplicate retest; S. cerevisiae NALP1/ASC/caspase-1 growth, X-gal OD620, 72 h; inhibition, % at 10 µM; 280,000 compounds, 0.61% hits; AID 2071, 2009; in the data active = inhibition mostly above about 24%, no sharp cut-off; inactive = mostly below about 32%; note: some compounds called inactive have numbers as strong as hits
PfM18AAP inh: PfM18AAP inhibitors, malaria aminopeptidase, primary screen, biochemical, QFRET, recombinant enzyme; inhibition, % at 7.35 µM; 290,000 compounds, 1.2% hits; M18 aspartyl aminopeptidase (Plasmodium falciparum 3D7); H-Glu-NHMec fluorogenic cleavage; AID 1822, 2009;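 active = inhibition above the campaign mean inhibition over all tested compounds plus 3 SD, cut at about 28% in these data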;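 note: 0% = plate median of test compound wells and 100% = 2 mM ZnCl2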
OXTR potentiator: human OXTR potentiators, primary screen, fluorescence, CHO-OTR cells, Fluo-8 calcium; Oxytocin receptor (Homo sapiens), P30559; Fluo-8 calcium fluorescence, potentiator mode; 0% = oxytocin EC15, 100% = EC100; activation, % at 3 µM; 320,000 compounds, 0.061% hits; AID 2445, 2010;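 active = activation above that plate's cutoff, the mean activation of tested compounds plus 3 SD, cut at about 6.6% in these data, passing the limit was not always enough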;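 note: 100% uses oxytocin at 75 nM as the full agonist control; some results filed as inactive read as strong as hits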
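assay system = CHO-OTR cells, human receptor | schedule = compound 6 min at room temperature before oxytocin, 100 s read | detection = Fluo-8 intracellular calcium fluorescence, ex 470-495, em 515-575 nm | evaluation = normalized max/min fluorescence ratio, % activation | control set = EC15 oxytocin alone as 0%, 75 nM oxytocin (EC100) as 100%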
MEKK2 mut-MEK5: MEK5 binding signal on mutant MEKK2 PB1, primary screen, biochemical, multiplex bead flow cytometry, Alexa488-MEK5. percent response, % at 10 µM. Alexa488-MEK5 binding to MEKK2 mutant. 290,000 compounds, 0.35% hits; in the data active = percent response above about 24%, passing the limit was not always enough; note: inactives centre near 1; some results filed as inactive read as strong as hits
GalR3 antagonist: GalR3 antagonists in HEK293 cells, primary screen, cell-based, fluorescence readout. Galanin receptor type 3 (Homo sapiens), O60755. HEK293 GalR3-CNG cAMP membrane potential fluorescence; galR3 body fused to GalR1 C-terminus. inhibition, % at 3 µM. 360,000 compounds, 0.44% hits. AID 651719, 2012;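 active = inhibition above the screen-wide average plus 3 SD, cut at about 13% in these data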;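 note: forskolin and galanin both at EC90 stimulate the cells; cAMP rise reported by CNG channel membrane potential dye signal; 0% = forskolin plus galanin with DMSO and 100% = forskolin alone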
Target sequence (O60755 1-299 limits assumed): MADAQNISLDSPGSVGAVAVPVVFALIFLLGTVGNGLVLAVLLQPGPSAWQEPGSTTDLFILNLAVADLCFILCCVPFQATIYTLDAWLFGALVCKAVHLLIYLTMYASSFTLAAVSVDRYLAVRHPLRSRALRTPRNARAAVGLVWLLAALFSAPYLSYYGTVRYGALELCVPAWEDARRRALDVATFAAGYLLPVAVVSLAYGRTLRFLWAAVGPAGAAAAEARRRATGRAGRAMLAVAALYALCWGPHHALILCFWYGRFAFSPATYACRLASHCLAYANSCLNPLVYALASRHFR
GPR7 antag: GPR7 receptor antagonists, primary screen, cell-based, fluorescence, single concentration; Neuropeptides B/W receptor type 1 (Homo sapiens), P48145; GPR7-expressing cells, fluorescence antagonist assay; inhibition, % at 4.4 µM; 290,000 compounds, 1.1% hits; AID 1861, 2009; in the data active = inhibition above about 16%, passing the limit was not always enough;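 note: cells stimulated with the agonist NPW; 0% = agonist with vehicle and 100% = vehicle without agonist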
Target sequence (P48145 whole entry, looked up): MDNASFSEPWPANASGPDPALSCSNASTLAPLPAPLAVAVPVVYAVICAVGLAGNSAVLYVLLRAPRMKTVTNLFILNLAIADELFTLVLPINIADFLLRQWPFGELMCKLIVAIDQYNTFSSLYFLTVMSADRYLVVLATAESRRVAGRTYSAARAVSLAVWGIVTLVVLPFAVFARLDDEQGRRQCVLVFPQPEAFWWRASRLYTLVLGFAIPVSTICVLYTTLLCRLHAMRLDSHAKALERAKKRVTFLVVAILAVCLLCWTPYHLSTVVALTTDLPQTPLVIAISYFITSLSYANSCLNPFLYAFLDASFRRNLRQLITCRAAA
Starred values were filed as active, the others as inactive; . = no result given; & = joins results of further samples.

SMILES | OXTR agonist | MEKK2wt PB1 HTS | V1R ag counter | NALP1 inh | PfM18AAP inh | OXTR potentiator | MEKK2 mut-MEK5 | GalR3 antagonist | GPR7 antag
NC(=O)CC(NC(=O)Cc1ccc(Cl)cc1)c1ccc(NC2CCCC2)c([N+](=O)[O-])c1 (configuration not stated) | -0.8 | 99.0 | -0.7 | . | . | 3.8 | 4.0 | -2.7 | .
CN1C(=O)Cc2cc(S(=O)(=O)N3CCN(c4ccc(Cl)cc4)CC3)ccc21 | -1.8 | 93.0 | -1.1 | 3.7 | -3.6 | -16.1 | -7.0 | 0.5 | 8.4
O=C(CSc1nncn1-c1ccccc1F)NC1CCCCC1 | 0.1 | . | -0.4 | . | . | 1.1 | . | -7.3 | .
CCOc1ccc(-c2c(C(=O)N/N=C/c3cccs3)nnn2-c2nonc2N)cc1 | 11.8 | 98.0 | 13.9 | 22.4 | 6.6 | -0.5 | -7.0 | -0.7 | -11.6
Cc1cc([N+](=O)[O-])ccc1NC(=O)CN1CCN(Cc2ccccc2)CC1 | 0.9 | 108.0 | 0.0 | 11.5 | 6.6 | -3.9 | 11.0 | 6.4 | -12.3
Cc1cc(-c2n[nH]c(=S)n2-c2ccccc2)nn1C | 0.5 | 102.0 | 0.1 | 6.1 | 18.7 | 1.0 | 2.0 | -0.2 | -4.3
O=C(c1cc(S(=O)(=O)N2CCN(c3ccccc3)CC2)ccc1Cl)N1CCCCCCC1 | -1.1 | . | 1.7 | . | . | -15.2 | . | -4.2 | .
c1ccc(Nc2n[nH]nc2-c2ccccc2)cc1 | -0.5 | 102.0 | -0.1 | 0.2 | 7.9 | -5.3 | 1.0 | -0.1 | 1.1
C=CCn1c(SCC(=O)Nc2sc3c(c2C#N)CCC(C)C3)nc2cc(C(=O)O)ccc2c1=O (configuration not stated) | 1.7 | . | 1.0 | . | . | -7.6 | . | -5.1 | .
[O-][n+]1c2ccccc2c2n1CCN1CCOC21c1ccc(Cl)cc1 (configuration not stated) | 1.4 | . | 0.1 | . | . | 3.5 | . | -2.7 | .
Cc1cc(=O)[nH]c(N2CCOCC2)n1 | -0.1 | 107.0 | 1.3 | 2.6 | 0.3 | 3.2 | 4.0 | -3.1 | -5.7
CC1Cc2ccccc2N1C(=O)CSc1nnnn1-c1ccc2c(c1)OCCO2 (configuration not stated) | 0.7 | 104.0 | 2.2 | -10.5 | -0.7 | -10.7 | 5.0 | -1.1 | 0.9
COC(=O)c1ccc(CSc2nccn2C)cc1 | 0.0 | 106.0 | 0.6 | 19.3 | 2.2 | -8.5 | 3.0 | -3.4 | 1.5
O=C(NCc1ccc(Cl)c(Cl)c1)c1ccco1 | -1.6 | 112.0 | -0.5 | 2.0 | -3.0 | -3.7 | 11.0 | -4.5 | 5.2
S=C1NCCOCCNC(=S)NCCOCCOCCN1 | 1.0 | 94.0 | 0.6 | 1.8 | -3.1 | 0.8 | -14.0 | -5.5 | -3.2
CCCc1cc(N2CCCC(C(=O)Nc3c(OC)cccc3OC)C2)n2ncnc2n1 (configuration not stated) | -0.1 | 89.0 | 0.0 | -9.5 | -7.9 | -4.2 | 0.0 | 7.8 | -7.6
CN(C)CCC(c1ccc(Cl)cc1)c1ccccn1 (configuration not stated) | 1.2&0.9&1.9 | 113.0&102.0&103.0 | 0.8&1.5&0.4 | 4.8&30.9 | 5.0&0.2 | -7.9&-3.6&8.8 | 3.0&4.0&3.0 | -2.1 | -3.8&-4.6
COc1cc2nc(N3CCN(c4cc(C)ccc4C)CC3)nc(N)c2cc1OC | 1.8 | 186.0* | 0.9 | 36.7 | -12.1 | -21.0 | 42.0* | -15.0 | -3.8
NNC(=O)c1cc2cc3ccccc3nc2s1 | -0.6 | 101.0 | -0.7 | 2.6 | 1.5 | -2.8 | -2.0 | -3.3 | -18.9
Cc1cc(NCCCn2ccnc2)n2ncc(-c3ccc(Cl)cc3)c2n1 | 13.6 | 121.0 | 3.5 | -0.6 | -0.7 | -5.3 | -1.0 | -8.3 | 16.2
CCOc1ccc(CNC(=O)Cn2ccc3cc(S(=O)(=O)N4CCCCCC4)ccc32)cc1 | 4.2 | 95.0 | 7.0 | -1.2 | 11.8 | -6.5 | 2.0 | 7.3 | -10.0
COc1ccc(NC(=S)N(CCCN2CCC(C)CC2)Cc2cccs2)cc1Cl | 5.9 | 130.0 | 1.6 | -2.9 | 5.6 | -14.8 | 13.0 | 2.2 | 3.3
O=C(c1ccc(C#Cc2ccccc2)o1)N1CCN(c2ccccn2)CC1 | -0.6 | 99.0 | 0.5 | -6.3 | 9.7 | -10.8 | -1.0 | -0.6 | 2.2
N#CC1=C(N)Oc2cc3ccccc3cc2C1c1cccnc1 (configuration not stated) | 0.1 | 108.0 | 0.4 | 3.3 | -2.1 | -1.2 | 5.0 | -4.2 | 2.9
COC(=O)CCNC(=O)c1ccc2nc(Cc3ccc(OC)cc3)oc2c1 | 0.2 | 110.0 | 3.6 | . | 0.6 | -9.7 | 9.0 | -2.6 | -6.7
Cn1nc(C(=O)OCC(=O)NC2CCS(=O)(=O)C2)c2ccccc2c1=O (configuration not stated) | 0.6 | 95.0 | 0.4 | 3.4 | 6.5 | -0.1 | -3.0 | -3.5 | -12.7
COc1cc(/C=C/C(=O)Nc2ccc(OC)c(S(=O)(=O)N3CCOCC3)c2)ccc1OC(F)F | 4.2 | . | 3.6 | . | . | -11.4 | . | -2.3 | .
CCOC(=O)c1[nH]c(C)c(C(=O)NCCC2=CCCCC2)c1C | -1.5 | 106.0 | -0.4 | -17.7 | -1.1 | -8.1 | 4.0 | -4.6 | -2.8
CCOc1ccc(S(=O)(=O)N2CCCC(C(=O)N3CCOCC3)C2)cc1Cl (configuration not stated) | 4.1 | 100.0 | 3.5 | 11.8 | 6.4 | 1.8 | 6.0 | -4.3 | -9.1
O=S(=O)(NCc1ccccc1)c1ccc(S(=O)(=O)N2CCCC2)cc1 | 0.7 | 108.0 | 2.0 | 12.9 | 0.0 | -2.5 | 0.0 | -3.3 | -0.7
COc1cc(/C=N/NC(N)=O)ccc1OC(=O)c1ccco1 | -0.5 | 99.0 | -0.1 | -30.3 | 0.1 | -8.7 | -4.0 | 5.6 | -11.1
O=C(Nc1ccc2c(c1)OCCO2)C1CCCN1C(=O)Nc1ccccc1 (configuration not stated) | 1.0 | 101.0 | 0.8 | 19.3 | -17.1 | 9.1 | 5.0 | -8.2 | -3.0
O=C(COC(=O)c1oc2ccccc2c1COc1ccccc1)NCCN1C(=O)CSC1=O | 1.9 | 90.0 | 3.7 | 28.7 | 2.8 | -11.8 | -2.0 | -5.3 | 5.2
COCCNC(=S)Nc1ccccc1Cc1ccccc1 | -1.5 | 96.0 | -0.3 | 9.9 | -1.7 | 1.2 | 0.0 | -3.9 | -2.8
CC(=O)N1CCc2cc(Br)cc(S(=O)(=O)NCc3ccccn3)c21 | 1.0 | 94.0 | 0.3 | 3.6 | -4.7 | 0.5 | 2.0 | -11.1 | 9.2
O=C(Cn1ncn2cccc2c1=O)N1CCCCC1 | 0.6 | 104.0 | -0.4 | 10.0 | -7.7 | -4.3 | 0.0 | -4.8 | 6.0

Only MEKK2wt PB1 HTS and PfM18AAP inh, for 3 of the compounds above:
Compound	MEKK2wt PB1 HTS	PfM18AAP inh
O=S(=O)(NCc1ccccc1)c1ccc(S(=O)(=O)N2CCCC2)cc1	108.0	0.0
COc1cc(/C=N/NC(N)=O)ccc1OC(=O)c1ccco1	99.0	0.1
O=C(Nc1ccc2c(c1)OCCO2)C1CCCN1C(=O)Nc1ccccc1 (configuration not stated)	101.0	-17.1

The results go on:
SMILES | OXTR agonist | MEKK2wt PB1 HTS | V1R ag counter | NALP1 inh | PfM18AAP inh | OXTR potentiator | MEKK2 mut-MEK5 | GalR3 antagonist | GPR7 antag
CCC(=O)N1CCc2cc(S(=O)(=O)Nc3ccccc3C)ccc21 | 5.3 | 98.0 | 7.8 | 16.7 | -4.5 | -15.8 | -3.0 | -13.2 | -0.1
Cc1ccc(Cl)cc1NC(=O)c1ccccn1 | -2.6 | 90.0 | -0.4 | 2.7 | 0.6 | 5.0 | -3.0 | -5.8 | -2.8
Cc1nn2c(N)c(C#N)cnc2c1-c1ccc(Cl)cc1 | -0.3 | . | 0.8 | 42.5 | 0.2 | 1.0 | . | -1.4 | 4.0
CCC(=O)NC(c1cccs1)c1ccc2cccnc2c1O (configuration not stated) | -0.7 | 98.0 | 1.2 | 1.1 | 6.8 | -9.8 | 4.0 | -3.2 | -5.9
COc1cc(NC(=O)c2cc(S(=O)(=O)N3CCc4ccccc43)cn2C)cc(OC)c1OC | 0.3 | 106.0 | 0.2 | 21.5 | 2.8 | -3.3 | 0.0 | -3.6 | -6.4
O=C(CN1CCN(c2ccccc2)CC1)Nc1ccc(OCc2ccccc2)cc1 | 1.2 | 107.0 | 3.8 | 4.7 | -3.6 | -19.5 | -3.0 | . | -10.4
Cc1ccc(C(=O)NCC2CCCO2)o1 (configuration not stated) | 0.2 | 87.0 | 1.1 | 8.3 | -4.2 | -8.6 | -8.0 | -4.2 | -11.7
O=C(c1ccc(NS(=O)(=O)c2cccs2)cc1)N1CCCCC1 | 5.0 | 107.0 | 4.3 | -63.8 | -0.8 | -6.5 | 2.0 | -1.6 | 21.4*
CCn1nc(C)c(NC(=O)c2cc(Br)ccc2Cl)c1C | -0.7 | 93.0 | 0.3 | 14.8 | 3.4 | 3.6 | -3.0 | -7.4 | -7.7
CC(C)(C)C(=O)CSc1ncnc2sc3c(c12)CCC3 | -2.4 | 89.0 | 0.3 | 24.4 | -8.0 | -4.1 | -8.0 | -4.9 | 6.7
Cc1nn(CC2CC2)c(=O)n1-c1ccc(Cl)cc1 | -1.0 | 101.0 | -1.2 | 13.9 | 3.1 | -22.3 | 0.0 | 10.9 | -1.7
CC1CC(C)CN(CCCNC(=O)CCC(=O)N2CCOc3ccccc32)C1 (configuration not stated) | -1.7 | 113.0 | -0.8 | 11.6 | 5.9 | -4.0 | 6.0 | . | -5.1
CC1=C(C(=O)Nc2ccccn2)C(c2ccccc2Cl)NC(=S)N1 (configuration not stated) | 0.6 | 104.0 | 0.1 | 31.1 | 6.7 | -6.7 | 6.0 | -2.2 | -15.2
COc1ccc(N(CC(=O)Nc2cccc(SC)c2)S(C)(=O)=O)cc1Cl | 5.5 | 109.0 | 4.0 | -3.2 | 4.1 | -19.7 | 6.0 | -3.4 | -5.0

No enrichment for hits; overall some 4.1% were active at least once.
